Screening data deposited in PubChem by Sanford-Burnham Center for Chemical Genomics.
HT1080 viability: HT1080 cell viability loss – fluorescence readout (AID 620) | hit rate 0.42% among 87,000 | HT1080 viability, fluorescence; higher % means a stronger effect | one-dose cytotoxicity, % at 10 µM; EC50 in µM for titrated hits; in the data active means cytotoxicity above about 50%;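 further: cells exposed to compound overnight then 4 h with Alamar Blue; 0% = vehicle DMSO and 100% = killing control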
Numbers without * were called inactive. The list is partial; count on the stated rates, not on these rows.

SMILES	HT1080 viability
CCN(c1ccc(C(O)(C(=O)OC)C(F)(F)F)cc1)S(=O)(=O)c1ccc(C)cc1 (stereo not drawn)	-9.3%
C=CCn1c(O)c(C(C)=NCCc2ccccc2)c(=O)[nH]c1=O	-9.4%
Cc1[nH]c2ccccc2c1CCN	-9.3%
CN(C)C(=O)NC(O)C(Cl)(Cl)Cl (stereo not drawn)	-16.4%
CC1CN=C(NCc2ccccc2)S1 (stereo not drawn)	-6.1%
CC(Cc1ccccc1)[n+]1cc(/N=C(\[O-])Nc2ccccc2)on1 (stereo not drawn)	-15.6%
O=C(Cn1cnc2ccccc2c1=O)NCCC(=O)N1CCC2(CC1)OCCO2	-12.4%
O=c1[nH]c(=O)n(CCc2ccccc2)c(O)c1C=NCc1ccc2c(c1)OCO2	9.0%
COc1ccc(C2SCC(=O)Nc3c2c(C)nn3-c2ccccc2)cc1OC (stereo not drawn)	6.1%
CCCC/C=C/[C@@H](NP(=O)(c1ccccc1)c1ccccc1)c1ccccc1OC	-3.0%
C=CCn1c(O)c(C(C)=NCc2ccco2)c(=O)[nH]c1=O	-7.3%
CN(C)C(=O)Oc1cccc2c(OC(=O)N(C)C)cccc12	-9.8%
O=c1[nH]c(=S)n(CCC2=CCCCC2)c(O)c1C=NCCCn1ccnc1	16.4%
O=C(C1CC(=O)N(C2CCCC2)C1)N1CCC2(CC1)OCCO2 (stereo not drawn)	12.9%
Cc1nc2cc(C(F)(F)F)ccc2n1C1CCN(Cc2nnnn2CCc2ccccc2)CC1	9.1%

Some of the entries above, set out differently.
canonical_smiles,HT1080 viability
O=c1[nH]c(=O)n(CCc2ccccc2)c(O)c1C=NCc1ccc2c(c1)OCO2,9.0%
COc1ccc(C2SCC(=O)Nc3c2c(C)nn3-c2ccccc2)cc1OC (stereo not drawn),6.1%

The results go on.
SMILES	HT1080 viability
O=C(Cc1ccccc1)Oc1ccc(N2C(=O)C3CCCCC3C2=O)cc1 (stereo not drawn)	-3.2%
N#Cc1ccc(Cn2cc(C(=O)c3ccco3)c3ccccc32)cc1	-12.5%
CCOP(=S)(OCC)SCC(=O)NC(C(=O)O)C(C)C (stereo not drawn)	-2.0%
CCCCNC(=O)c1c(N)n(Cc2ccc3c(c2)OCO3)c2nc3ccccc3nc12	-4.5%
CC(=NCc1cccnc1)c1c(O)n(-c2ccccc2)c(=O)[nH]c1=O	-10.1%
CCCCn1c(O)c(C(CC)=Nc2ccc(OC)cc2OC)c(=O)[nH]c1=O	-7.3%
N/C(=N\N=C\c1ccc(O)cc1O)N[N+](=O)[O-]	0.8%
CCCC[N+]12CCC(CC1)C(C(=O)c1cccs1)C2 (stereo not drawn)	-9.3%
O=C1NC(=O)C(CCc2ccccn2)(Cc2ccc3c(c2)OCO3)C(=O)N1CCc1ccccc1 (stereo not drawn)	13.9%
CCCCOP(=O)(OCCCC)/C(C#N)=C(/C)O	-4.6%
CN(C)CCCN=Cc1c(O)n(CCc2ccccc2)c(=O)[nH]c1=O	-15.2%
CC1(C)CN2C(c3ccc(Cl)cc3)N2C1 (stereo not drawn)	6.1%
Clc1cccc(N2CCNCC2)c1Cl	-10.8%
O=C(Nc1ccccc1)Oc1ccccc1	15.8%
COC(=O)C[C@]1(C(=O)OC)CN(C#N)N(c2ccc(Cl)cc2)C12c1ccccc1-c1ccccc12	93.9%*

4 records picked at random from the list so far:
SMILES	HT1080 viability
O=C(Nc1ccccc1)Oc1ccccc1	15.8%
N#Cc1ccc(Cn2cc(C(=O)c3ccco3)c3ccccc32)cc1	-12.5%
Clc1cccc(N2CCNCC2)c1Cl	-10.8%
CCOP(=S)(OCC)SCC(=O)NC(C(=O)O)C(C)C (stereo not drawn)	-2.0%

(next part)
SMILES	HT1080 viability
CN(C)Cc1ccccc1OC(=O)N(C)C	-7.0%
CC(C)(C)NC(=O)Cn1cc(C(=O)c2ccccc2F)c2ccccc21	-10.8%
COc1ccc(C=C2C(=O)N(C)C(=O)N(C)C2=O)cc1CSc1ccccn1	-13.6%
O=C(Nc1ccc(F)cc1)N1CC2CC(C1)c1cccc(=O)n1C2 (stereo not drawn)	-3.8%
COc1ccc(CCn2c(O)c(C=NCCN3CCCCC3)c(=O)[nH]c2=O)cc1OC	3.7%
Cc1nc2nc(SCC(=O)N3CCC4(CC3)OCCO4)nn2c(C)c1Cc1ccccc1	4.2%
COc1ccc(CCNCc2ccccc2F)cc1OC	-6.9%
CC(C)CCn1c(N)c(C(=O)NCc2cccs2)c2nc3ccccc3nc21	-4.7%
CCOc1ccc(CN(CCCl)CCCl)cc1C(=O)OC	-15.0%
CCC(=NCCc1c[nH]c2ccccc12)c1c(O)n(C)c(=O)n(C)c1=O	3.2%
O=C(c1ccccc1F)c1cn(CC(=O)N2CCOCC2)c2ccccc12	-16.0%
O=P(Nc1c(Cl)cccc1Cl)(c1ccccc1)c1nc2c(s1)CCCC2 (stereo not drawn)	-2.6%
O=C(CSC1c2ccccc2-c2ccccc21)N/N=C/c1ccccc1	13.1%
C=C1N2CCC(CC2)C1(O)c1ccc(C)cc1 (stereo not drawn)	-5.8%
C=CCN1C(=O)NC(=O)/C(=C/c2ccc(OC)c(CSc3ccccn3)c2)C1=O	-6.3%

Brought forward from above: five compounds; new compounds follow.
SMILES	HT1080 viability
O=C(c1ccccc1F)c1cn(CC(=O)N2CCOCC2)c2ccccc12	-16.0%
O=P(Nc1c(Cl)cccc1Cl)(c1ccccc1)c1nc2c(s1)CCCC2 (stereo not drawn)	-2.6%
O=C(CSC1c2ccccc2-c2ccccc21)N/N=C/c1ccccc1	13.1%
C=C1N2CCC(CC2)C1(O)c1ccc(C)cc1 (stereo not drawn)	-5.8%
C=CCN1C(=O)NC(=O)/C(=C/c2ccc(OC)c(CSc3ccccn3)c2)C1=O	-6.3%
C#CCNc1ccncc1S(=O)(=O)NC(=O)NC(C)C	-5.1%
CC(=O)c1c(C)n(C(C)C)c2ccc(O)cc12	3.0%
O=C(Nc1ccc(Cl)cc1)Nc1nccs1	61.1%*
Nc1ccc(C(=O)N/N=C2/CN3CCC2CC3)cc1	7.7%
CN1CCCC(C(=O)c2ccccc2)C1 (stereo not drawn)	-9.6%
CC(C)CNC(=O)c1c(N)n(Cc2ccco2)c2nc3ccccc3nc12	-16.3%
C=CCN1C(=O)c2ccccc2Sc2ccc(C(=O)N3CCC4(CC3)OCCO4)cc21	-8.5%
CC(C)C(=O)c1cn(Cc2ccc(C#N)cc2)c2ccccc12	12.6%
COc1ccc(CCC(C)NCCc2ccccc2)cc1 (stereo not drawn)	-13.9%
O=P(N[C@@H](c1ccccc1)[C@@H]1C[C@H]1CO)(c1ccccc1)c1ccccc1	-12.1%
O=C(CNC1CCCCC1)N1CCC2(CC1)OCCO2	-5.4%

Quoted from the listing.
Reading for CN1CCCC(C(=O)c2ccccc2)C1 (stereo not drawn) in HT1080 viability: -9.6%
Reading for O=P(N[C@@H](c1ccccc1)[C@@H]1C[C@H]1CO)(c1ccccc1)c1ccccc1 in HT1080 viability: -12.1%
Reading for C#CCNc1ccncc1S(=O)(=O)NC(=O)NC(C)C in HT1080 viability: -5.1%
